# Screening data as filed in PubChem.
# S1P2 blocker = blocks the human S1P2 receptor | cell-based S1P2 antagonist assay, inhibition at 5 uM | inhibition, % at 5 µM | actives 0.21% (n = 97,000) | AID 736; in the data active means inhibition above about 45%;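 further: CRE beta-lactamase reporter cells expressing human S1P2 stimulated with S1P; 0% = agonist at EC80 alone and 100% = agonist plus reference antagonist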
# Target sequence (O95136 whole entry, looked up): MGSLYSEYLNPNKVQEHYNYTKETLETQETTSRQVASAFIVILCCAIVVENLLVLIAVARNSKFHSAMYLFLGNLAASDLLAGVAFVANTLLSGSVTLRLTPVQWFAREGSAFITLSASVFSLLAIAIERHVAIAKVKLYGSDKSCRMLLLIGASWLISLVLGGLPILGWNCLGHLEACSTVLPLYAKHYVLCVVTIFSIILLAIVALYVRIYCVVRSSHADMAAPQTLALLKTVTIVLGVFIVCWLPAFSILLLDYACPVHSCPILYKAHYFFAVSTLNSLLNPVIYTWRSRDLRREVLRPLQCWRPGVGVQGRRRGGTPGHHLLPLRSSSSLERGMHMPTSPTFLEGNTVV
# hDAT+cocaine = modulates human dopamine transporter uptake under cocaine | Q01959 | LLC-PK1 hDAT cells, [14C]-dopamine uptake with cocaine IC80; actives deviate in either direction | B-score at 10 µM | actives 1.3% (n = 110,000) | AID 449768;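 active means Z score or B-score, a plate-position-corrected score, falls beyond the plate's 99.7% confidence bounds, in either direction; inactive means both scores lie inside the 99.7% bounds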;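 further: scored against the spread of the other compound wells on the same plate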
# Target sequence (Q01959 whole entry, looked up): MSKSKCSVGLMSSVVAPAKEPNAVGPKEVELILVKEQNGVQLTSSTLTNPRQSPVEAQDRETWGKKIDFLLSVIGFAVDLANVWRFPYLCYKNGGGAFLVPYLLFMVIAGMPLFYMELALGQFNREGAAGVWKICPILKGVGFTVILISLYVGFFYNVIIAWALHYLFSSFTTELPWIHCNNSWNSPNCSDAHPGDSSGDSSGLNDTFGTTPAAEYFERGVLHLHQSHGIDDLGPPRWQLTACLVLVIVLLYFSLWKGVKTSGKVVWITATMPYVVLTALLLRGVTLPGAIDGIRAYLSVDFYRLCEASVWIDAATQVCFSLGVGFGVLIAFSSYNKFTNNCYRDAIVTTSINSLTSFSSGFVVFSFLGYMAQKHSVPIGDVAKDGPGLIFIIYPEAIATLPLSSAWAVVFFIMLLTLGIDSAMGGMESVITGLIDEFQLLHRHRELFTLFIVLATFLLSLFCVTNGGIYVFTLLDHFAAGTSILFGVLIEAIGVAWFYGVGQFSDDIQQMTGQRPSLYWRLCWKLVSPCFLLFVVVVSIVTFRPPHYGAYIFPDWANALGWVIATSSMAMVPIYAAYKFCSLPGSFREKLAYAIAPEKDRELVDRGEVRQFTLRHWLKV
# HUVEC inhibit = inhibitors of human endothelial cell proliferation | HUVEC proliferation, CellTiter-Glo luminescence, 72 h; hits give low values | viability, % at 10 µM (by protocol) | actives 1.1% (n = 86,000) | AID 648;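 active means viability at or below 30%; inactive means viability above 30%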;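 further: 100% = median luminescence of DMSO-only cell control wells on each plate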
# S1P2 agonist = activates the human S1P2 receptor; actives 0.46% (n = 97,000); S1P2-expressing cell line, agonist reporter read-out; O95136; activation, % at 4.5 µM; AID 729; in the data active means activation above about 16%;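 further: 0% = vehicle low control and 100% = maximal reference agonist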
# Lung fibro prol = blocks proliferation of human lung fibroblasts | viability, % at 10 µM | LL 47 human lung fibroblast viability, ATP luminescence; hits give low values | actives 1.1% (n = 85,000);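 active means viability at or below 50% in the single dose screen; inactive means viability above 50%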;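 further: compound exposure lasted 72 h before the ATP readout; 100% = median luminescence of untreated cell-only wells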
#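 material = human LL 47 lung fibroblast cells | dosing = compounds added from tenfold dosing solution, 0.1% DMSO final | timing = overnight cell rest, 72 h compound treatment at 37 °C | measured by = CellTiter-Glo luminescence measuring cellular ATP | evaluation = % viability versus median cells-only luminescence | control set = cell-only wells, no compound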
# E coli WT exp = growth inhibitors of E. coli BW25113 wild type | growth inhibition, % at 100 µM | OD600 absorbance | actives 0.15% (n = 98,000);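 active means growth inhibition above about 50% at one test dose, limit read from the data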;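 further: growth measured after 20 h incubation at 37 °C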
# H69AR inhibit = blocks growth of human H69AR lung tumor cells. H69AR lung tumor viability, ATP luminescence, 72 h; hits give low values. viability, % at 10 µM. actives 6% (n = 85,000). AID 598;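 active means viability at or below 40%; inactive means viability above 40%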;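 further: multidrug resistant small cell line overexpressing MRP-1 efflux transporter; 100% = mean luminescence of untreated control wells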
# PostGolgi yeast = growth inhibition of a yeast mutant, post-Golgi transport screen. post-Golgi transport phenotypic cell assay. inhibition, % at 10 µM. actives 0.9% (n = 98,000);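 further: yeast cells grown in 1536-well plates; yeast grown about 18 h at 30C before absorbance read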
# PostGolgi ctrl = inhibits growth of the yeast control strain. actives 5% (n = 98,000). inhibition, % at 10 µM. AID 738. efflux-deficient yeast background strain, growth absorbance A615, 16 h
# Numbers without * were called inactive; . = no result given; & = joins results of further samples. Unless noted, no stated cut-off is given here; in the data, active means inhibition above about 30%; inactive means the rest.
Molecule,S1P2 blocker,hDAT+cocaine,HUVEC inhibit,S1P2 agonist,Lung fibro prol,E coli WT exp,H69AR inhibit,PostGolgi yeast,PostGolgi ctrl
COC(=O)c1ccc(CSc2nnc(CNC(=O)c3ccc(OC)cc3)o2)o1,16,-0.22,98,-3,106,8,98,-1,14
O=C(COC(=O)C1c2ccccc2Oc2ccccc21)Nc1ccc2c(c1)OCO2,14,-0.043,104,-11,102,-9,97,5,20
Fc1ccc(Cc2nnc(-c3cccs3)o2)cc1,.,-0.47,109,.,102,-2,110,16,-3
O=C(COC(=O)Cc1cn2ccsc2n1)NC12CC3CC(CC(C3)C1)C2,2,0.0092,91,-3,99,6,97,-4,20
O=C(CCC1CCCCC1)NCc1ccncc1,22,-0.54,98,-4,99,8,98,5,0
CC(C)(C)c1cc(S(=O)(=O)CCc2ccccn2)cc(C(C)(C)C)c1F,-7,-0.33,103,-4,93,-2,41,2,14
COc1cnn(-c2ccccc2)c(=O)c1SCc1ccc(Cl)c(Cl)c1,3,1.7,.,-7,.,-15,.,2,60*
Cc1nc(SCC(=O)Nc2c(C)n(C)n(-c3ccccc3)c2=O)[nH]c(=O)c1Cc1ccccc1,-7,0.64,92,-4,96,7,91,0,4
O=C(CC1SC(=O)N(Cc2cccc3ccccc23)C1=O)Nc1nccs1 (configuration not stated),-2,0.66,.,-3,.,-14,.,-24,33*
O=C(Nc1ccccc1)C1C2CCC3C(CCC21)C3(Cl)Cl (configuration not stated),-3,-1,.,-7,.,-4,.,4,24
COc1cccc(C(=O)Nc2cc(=O)n(C)c(=O)n2C)c1,.,0.0098,88,.,96,.,107,.,.
CC(C)Cn1[nH]c2c3c(ccc2c1=O)C(=O)c1ccccc1C3=O,16,1.1,.,2,.,-7,.,12,25
Cc1cc(C)nc(-n2nc(C)cc2NC(=O)CNC(C)c2ccccc2)n1 (configuration not stated),-24,0.0058,.,-1,.,-1,.,8,34*
Cn1c2ccc(F)cc2c2ncn(CCN3CCOCC3)c(=O)c21,-32,-0.13,94,2,95,3,85,33*,20
COc1ccc(OC)c(C(=O)CN2CCN(S(=O)(=O)c3ccc(Br)cc3)CC2)c1,.,-0.37&-0.49,.,.,.,-2,.,7,14
c1ccc(-c2nnc3sc(Cc4cccs4)nn23)cc1,-6,0.17,89,0,95,-12,85,3,30*
Fc1ccc(C(CCCn2nnc(-c3cccnc3)n2)c2ccc(F)cc2)cc1,-42,.,73,-5,104,-6,84,-8,15
O=[N+]([O-])c1cc(S(=O)(=O)Nc2ccccc2)ccc1-n1nnc2ccccc21,-7,-0.96,85,-8,89,14,92,-5,16
Cc1c(C(=O)NCc2ccccn2)oc2ccc(S(=O)(=O)N3CCOCC3)cc12,.,.,98,.,94,2,90,-3,6
COc1ccc(CNC(=O)C(C)N(Cc2ccco2)C(=O)c2snc(C(N)=O)c2N)cc1 (configuration not stated),12,1.1,96,-5,100,-4,69,4,10

# The list continues:
Molecule,S1P2 blocker,hDAT+cocaine,HUVEC inhibit,S1P2 agonist,Lung fibro prol,E coli WT exp,H69AR inhibit,PostGolgi yeast,PostGolgi ctrl
CCOc1c2ccc(C(=O)NCc3ccc(C)cc3)cc2nn1CCOC,16,0.11,.,-4,.,0,.,5,5
CCOc1ccc(CNC(=O)CCn2c(=O)oc3ccccc32)cc1,-1,-0.067,.,-4,.,-2,.,-8,-2
Fc1ccc(OCCOCCNCC2CCCO2)cc1 (configuration not stated),-13,-0.021,.,2,.,-1,.,4,3
CCCC(C)C(=O)Nc1ccccc1C(=O)OCC (configuration not stated),-5,1.1,109,-1,100,10,99,20,10
CCCn1c(C2CC(=O)N(c3ccc(C)cc3)C2)nc2ccccc21 (configuration not stated),-2,0.68,85,0,93,3,79,0,-1
CC(CCc1ccccc1)NC(=O)/C=C/c1ccccc1 (configuration not stated),15,0.61,.,-9,.,-6,.,6,40*
Cc1nc(C)c2c(=O)cc(-c3ccccc3)[nH]c2n1,-32,-0.59,57,-3,61,-6,31*,-3,14
CN(/N=C/c1ccncc1)C1=NS(=O)(=O)c2ccccc21,-26,0.46,.,-6,.,-3,.,3,16
COc1ccc(NC2CC(=O)N(C)C2=O)cc1 (configuration not stated),.,1.5,88,.,95,1,79,-1,10
COc1cccc(-c2csc(NC(=O)Oc3ccccc3)n2)c1,-12,0.92,.,-6,.,-10,.,5,-5
CCOC(=O)c1cc2c(nc1N)CC(C)(C)OC2,-19,0.011,103,-5,106,.,96,.,.
O=C(CSc1nnc(CNC(=O)c2c(F)cccc2Cl)o1)Nc1ccc2c(c1)OCCO2,13,-0.54,82,-7,97,3,88,6,2
CC(=O)NC1C(=O)N(CC(C)C)c2ccccc21 (configuration not stated),0,-1.3,100,-6,94,-11,92,-2,13
COc1cccc(NC(=O)c2ccc(S(=O)(=O)N3CCCCC3)cc2)c1,.,0.17,84,.,104,-8,86,-13,0
Cc1cc(C(=O)OCCO)c(C#N)c(N)n1,-18,-0.14,101,-4,93,2,92,1,-2
CC(=N/O)/C(=N\O)c1ccc(C)o1,17,0.081,88,-2,104,-5,98,-7,-7
C=CCn1c(SCCN2CCOCC2)nc2c1c(=O)[nH]c(=O)n2C,-7,1.4,98,-6,100,4,98,-7,4
O=S(=O)(NC1CC1)c1ccc(S(=O)(=O)N2CCCc3ccccc32)cc1,4,1.3,103,-4,96,-6,85,20,6
CS(=O)(=O)Nc1ccc(C(=O)NC2CC3CCC2C3)cc1 (configuration not stated),-12,-0.48,82,-5,96,4,79,-2,25
Cc1ccccc1CN(c1ccc(C(=O)Nc2cccnc2)cc1)S(C)(=O)=O,8,0.11,86,-3,87,3,89,-6,6

# Ordered by count of non-hydrogen atoms (lowest first): some entries from above
Molecule,S1P2 blocker,hDAT+cocaine,HUVEC inhibit,S1P2 agonist,Lung fibro prol,E coli WT exp,H69AR inhibit,PostGolgi yeast,PostGolgi ctrl
CCCC(C)C(=O)Nc1ccccc1C(=O)OCC (configuration not stated),-5,1.1,109,-1,100,10,99,20,10
COc1cccc(-c2csc(NC(=O)Oc3ccccc3)n2)c1,-12,0.92,.,-6,.,-10,.,5,-5
O=C(CSc1nnc(CNC(=O)c2c(F)cccc2Cl)o1)Nc1ccc2c(c1)OCCO2,13,-0.54,82,-7,97,3,88,6,2

# Full records as entered above. Order of values: S1P2 blocker | hDAT+cocaine | HUVEC inhibit | S1P2 agonist | Lung fibro prol | E coli WT exp | H69AR inhibit | PostGolgi yeast | PostGolgi ctrl
# Profile of `COc1cccc(-c2csc(NC(=O)Oc3ccccc3)n2)c1` = -12 | 0.92 | . | -6 | . | -10 | . | 5 | -5
# Profile of `CCOC(=O)c1cc2c(nc1N)CC(C)(C)OC2` = -19 | 0.011 | 103 | -5 | 106 | . | 96 | . | .
# Profile of `Fc1ccc(OCCOCCNCC2CCCO2)cc1` (configuration not stated) = -13 | -0.021 | . | 2 | . | -1 | . | 4 | 3

# More entries.
# Below each compound: S1P2 blocker	hDAT+cocaine	HUVEC inhibit	S1P2 agonist	Lung fibro prol	E coli WT exp	H69AR inhibit	PostGolgi yeast	PostGolgi ctrl
> Cc1c(CN(C)C)c2c(n1Cc1ccccc1)C(=O)c1ccccc1-2
 : -8	1.8	62	-2	75	18	38*	-1	-1
> Cc1cccc(-n2ncc(C#N)c2N)c1
 : -8	0.42	102	-2	106	7	93	12	27
> COc1cccc(-c2nn3c(-c4ccco4)nnc3s2)c1
 : .	0.15	74	.	93	.	88	.	.
> O=C(O)C1CCCN(S(=O)(=O)c2ccc(F)cc2)C1 (configuration not stated)
 : .	-0.4	102	.	108	-5	98	20	-1
> CCS(=O)(=O)c1ccc(S(=O)(=O)CC)s1
 : 22	-0.38	97	-4	97	-4	102	14	5
> COc1ccc(N2C(=O)CC(NCc3ccncc3)C2=O)cc1 (configuration not stated)
 : 7	-0.52	90	-6	101	-1	102	-5	3
> CN1CCN(S(=O)(=O)c2ccc(N)cc2)CC1
 : 16	-0.64	106	-8	104	1	98	6	-3
> Cc1cccc(OCc2nnc(SCC(=O)c3ccccc3)o2)c1
 : -6	0.19	96	-9	97	-4	94	9	13
> Cc1ccc(C2C(=O)N(C3CCCC3)CC(=O)N2CC2COc3ccccc3O2)cc1 (configuration not stated)
 : 19	-0.018	96	-3	90	4	56	-5	7
> CCOC(=O)c1oc2cc(O)ccc2c(=O)c1-c1csc(C)n1
 : 6	0.41	106	-5	108	-5	72	4	-1
> CCN(CC)C(c1ccc(C)cc1)c1nnnn1C1CCCCC1 (configuration not stated)
 : 9	0.035	102	-2	91	5	68	-9	16
> Cc1cc(C(=O)N/N=C2\CC(=O)CC(C)(C)C2)n[nH]1
 : 2	1.8	.	-5	.	6	.	17	-5
> O=C(CCN1CCC(c2ccccc2)C1)c1cccs1 (configuration not stated)
 : 6	-0.022	.	-6	.	-3	.	3	39*
> CCOc1cc(C(=O)Nc2ccc(S(=O)(=O)N3CCOCC3)cc2)cc(OCC)c1OCC
 : 19	-0.68	91	-6	91	-6	90	-6	-7
> COc1ccc(NC(=O)N(Cc2ccc(C)cc2)Cc2cccnc2)c(OC)c1
 : -1	0.22	112	-3	101	-12	85	-13	8

# Next entries follow.
# Below each compound: S1P2 blocker	hDAT+cocaine	HUVEC inhibit	S1P2 agonist	Lung fibro prol	E coli WT exp	H69AR inhibit	PostGolgi yeast	PostGolgi ctrl
> CCCc1cc(Nc2c(C)n(C)n(-c3ccccc3)c2=O)n2c(nc3ccccc32)c1C#N
 : 7	0.75	82	-6	92	-5	78	-5	-5
> CCOc1ccccc1CN1CCN(S(C)(=O)=O)CC1
 : 27	-0.84	95	-1	101	1	98	-2	8
> Cc1ccc(S(=O)(=O)N/N=C\c2cn(-c3ccccc3)nc2-c2ccccc2)cc1
 : -2	1.3	.	-5	.	-18	.	-1	4
> COc1ccc(OC)c(C2=NOC(C(=O)NCc3ccco3)C2)c1 (configuration not stated)
 : -23	-1.5	80	-1	95	6	33*	-9	11
> Nc1nc(OCC(F)(F)F)cc(Oc2ccccc2F)n1
 : -18	0.74	85	-3	.	4	36*	1	11
> CC1(C)Cc2c(C#N)c(SCc3ccccc3)nc(N3CCOCC3)c2CO1
 : -1	1.8	80	-6	77	-7	44	-5	38*
> Cc1[nH]c2ccccc2c1C1C(c2ccccc2)=NN=C(C(C)C)N1O (configuration not stated)
 : 9	-0.74	103	-7	88	.	88	.	.
> CC(=O)c1cccc(NC(=O)N2C3CCC2CC(O)(c2cccnc2)C3)c1 (configuration not stated)
 : 27	-0.33	96	0	105	2	90	2	-2
> CCn1ccc(C(=O)NC2=C(C#N)CCC2)n1
 : 9	0.67	105	-6	104	4	91	8	14
> CCC(NC(=O)c1ccccc1NC(=O)c1ccccc1)C(=O)O (configuration not stated)
 : 9	-0.24	108	-6	103	-3	101	-2	16
> CC(C)(C)c1cc(NS(=O)(=O)c2ccc3c(c2)OCCO3)on1
 : 4	-0.23	96	-4	99	-6	98	9	3
> CC(=NCCc1ccccc1)C1=C(O)CCC1=O
 : -30	-0.64	89	-2	106	7	99	16	-1
> COc1ccccc1NC(=O)Cn1c(=O)oc2ccccc21
 : 14	-1.1	88	-2	96	-2	108	13	6
> O=C(CSc1nc2ccccc2c(=O)n1Cc1ccco1)N1CCN(c2ccccc2)CC1
 : 7	0.076	101	-5	104	-12	98	1	36*
